# Source: PubChem (The Scripps Research Institute Molecular Screening Center)
# CHO parental Ca: ATP-evoked calcium signal inhibitors, parental CHO, primary screen, counter-screen for OX1R antagonist project, cell-based, fluorescence, Fluo-8 calcium dye; parental CHO-K1, ATP-induced calcium, Fluo-8 fluorescence; inhibition, % at 5.6 µM; 0.63% of 330,000 active; AID 463079, 2010;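 active = inhibition above that plate's mean sample inhibition plus 3 SD, cut at about 26% in these data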;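 also: 0% = ATP-challenged DMSO wells and 100% = DMSO wells without ATP; some compounds past the cut are filed as inactive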
#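 test system = CHO parental line | reagent = ATP stimulus | measured by = intracellular calcium via Fluo-8 no-wash fluorescent dye | control set = ATP and no-ATP DMSO wells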
# OXTR potentiator: human OXTR potentiators, primary screen, fluorescence, CHO-OTR cells, Fluo-8 calcium; Fluo-8 calcium fluorescence, potentiator mode; 0% = oxytocin EC15, 100% = EC100; Oxytocin receptor (Homo sapiens), P30559; activation, % at 3 µM; 0.061% of 320,000 active;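 active = activation above that plate's cutoff, the mean activation of tested compounds plus 3 SD, cut at about 6.6% in these data, passing the limit was not always enough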;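 also: 100% uses oxytocin at 75 nM as the full agonist control; some results filed as inactive read as strong as hits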
# Target sequence (P30559 whole entry, looked up): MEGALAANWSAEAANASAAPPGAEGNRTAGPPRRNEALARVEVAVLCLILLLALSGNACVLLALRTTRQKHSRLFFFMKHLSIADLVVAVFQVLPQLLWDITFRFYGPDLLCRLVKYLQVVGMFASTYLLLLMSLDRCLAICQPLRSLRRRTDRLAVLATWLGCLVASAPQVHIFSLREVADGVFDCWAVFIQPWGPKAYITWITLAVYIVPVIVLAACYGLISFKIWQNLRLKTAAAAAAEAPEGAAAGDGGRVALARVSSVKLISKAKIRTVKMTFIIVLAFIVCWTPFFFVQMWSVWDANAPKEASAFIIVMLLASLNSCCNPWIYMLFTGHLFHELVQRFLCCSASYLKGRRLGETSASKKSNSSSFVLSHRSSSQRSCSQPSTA
#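 Material: CHO-OTR cells, human receptor; compound dosing: single dose, 3.0 µM nominal final compound concentration; schedule: 6 min compound pre-incubation at room temperature, 100 s kinetic read; measured by: kinetic Fluo-8 calcium fluorescence; read-out basis: % activation vs EC15 and EC100 oxytocin; controls: EC15 oxytocin alone as 0%, 75 nM oxytocin as 100%; replicates: singlicate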
# OXTR agonist: human OXTR agonists, primary screen, fluorescence, CHO-OTR cells, Fluo-8 calcium. activation, % at 3 µM. 0.32% of 320,000 active. Fluo-8 calcium fluorescence; normalized: DMSO 0%, oxytocin 100%;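 active = activation above the mean of all tested compounds plus 3 SD, cutoff set per screening run, cut at about 20% in these data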;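 also: peak over basal fluorescence ratio from a 100 s FLIPR kinetic read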
# CHO-K1 Ca antag: counter-screen for M1 antagonists: effect in parental CHO-K1 cells | ATP-induced calcium, Fluo-8 fluorescence | inhibition, % at 3 µM | 0.6% of 360,000 active | AID 602250;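 active = inhibition above a per-plate cutoff, the plate's mean sample inhibition plus 3 SD, cut at about 24% in these data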;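 also: 0% = DMSO plus EC80 ATP and 100% = DMSO alone without ATP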
# GPR7 antag: GPR7 receptor antagonists, primary screen, cell-based, fluorescence, single concentration. AID 1861, 2009. inhibition, % at 4.4 µM. 1.1% of 290,000 active. Neuropeptides B/W receptor type 1 (Homo sapiens), P48145. GPR7-expressing cells, fluorescence antagonist assay; in the data active = inhibition above about 16%, passing the limit was not always enough;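 also: cells stimulated with the agonist NPW; 0% = agonist with vehicle and 100% = vehicle without agonist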
# Target sequence (P48145 whole entry, looked up): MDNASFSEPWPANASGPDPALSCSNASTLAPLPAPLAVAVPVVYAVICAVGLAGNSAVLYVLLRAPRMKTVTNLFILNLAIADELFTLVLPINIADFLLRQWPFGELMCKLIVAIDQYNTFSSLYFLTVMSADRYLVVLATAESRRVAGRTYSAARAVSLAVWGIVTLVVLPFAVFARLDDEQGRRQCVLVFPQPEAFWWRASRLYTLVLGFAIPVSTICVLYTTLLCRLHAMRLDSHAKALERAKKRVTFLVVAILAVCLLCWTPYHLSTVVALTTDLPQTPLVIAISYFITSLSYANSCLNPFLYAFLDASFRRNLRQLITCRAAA
# TAAR1 antagonist: human TAAR1 antagonists, primary screen, Fluo-8 calcium fluorescence, CHO RD-HGA16 cells. antagonist. inhibition, % at 3 µM. 1.5% of 360,000 active;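 active = inhibition above a per-plate cutoff, the mean inhibition of test compounds on that plate plus 3 SD, cut at about 49% in these data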;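 also: 0% = DMSO plus EC80 beta-PEA response and 100% = DMSO alone without agonist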
# Target sequence (Q96RJ0 whole entry, looked up): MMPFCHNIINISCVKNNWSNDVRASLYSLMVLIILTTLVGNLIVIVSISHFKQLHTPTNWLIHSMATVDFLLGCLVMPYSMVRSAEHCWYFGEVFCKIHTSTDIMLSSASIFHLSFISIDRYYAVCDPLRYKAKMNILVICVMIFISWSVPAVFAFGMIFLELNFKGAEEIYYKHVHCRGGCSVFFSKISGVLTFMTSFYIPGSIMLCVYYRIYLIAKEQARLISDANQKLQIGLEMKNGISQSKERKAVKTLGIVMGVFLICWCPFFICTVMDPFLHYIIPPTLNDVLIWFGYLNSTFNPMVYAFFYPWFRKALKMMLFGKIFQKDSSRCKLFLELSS
#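 Assay system: RD-HGA16 CHO cells with stable hTAAR1 and Gα16 / Reagent: EC80 β-phenethylamine stimulus / Doses: 3 µM, single point / Timing: dye loading 75 min at 37 °C, then 30 min room temperature / Measured by: Fluo-8 intracellular calcium dye fluorescence, real-time kinetic reads / Controls: vehicle wells and EC80 agonist wells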
# CHO-K1 Ca PAM: nonselective calcium activators in parental CHO-K1 cells, primary screen, counter-screen for M1 PAM project, cell-based, Fluo-8 calcium fluorescence, full deck, 1536-well. 0.02% of 360,000 active. AID 602247, 2012. ATP EC20; 0% at ATP EC20, 100% at ATP max. activation, % at 3 µM;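 active = activation above the run cutoff, the mean activation of all test compounds plus 3 SD, cut at about 40% in these data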;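 also: peak over basal fluorescence ratio in a 140 s read after ATP addition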
# V1aR counter: agonists of human V1a receptor, primary screen, counter-screen for OXTR agonist project, fluorescence, CHO-V1R cells | Vasopressin V1a receptor (Homo sapiens), P37288 | Fluo-8 calcium fluorescence, agonist mode; 0% DMSO, 100% 3 nM vasopressin | activation, % at 3 µM | 0.25% of 320,000 active | AID 2797, 2010;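 active = activation above the mean activation of all tested compounds plus 3 SD, per screening run, cut at about 20% in these data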;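 also: signal is peak over basal fluorescence ratio across a 100 second FLIPR read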
# M1 ag parental: counter-screen for M1 agonists: effect in parental CHO-K1 cells | AID 602248, 2012 | Fluo-8 calcium fluorescence; scaled to maximal ATP response, vehicle zero | activation, % at 3 µM | 0.48% of 360,000 active; in the data active = activation above about 15%;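 also: untransfected CHO-K1 host cells lacking M1 receptor as counterscreen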
# * hit, by the source's call; . = no result given. An unsorted share of the library (roughly 3.5% active in at least one column).
SMILES,CHO parental Ca,OXTR potentiator,OXTR agonist,CHO-K1 Ca antag,GPR7 antag,TAAR1 antagonist,CHO-K1 Ca PAM,V1aR counter,M1 ag parental
O=C(/C=C/[C@H]1O[C@@H](n2cnc3c(NC(=O)c4ccccc4)ncnc32)[C@H](O)[C@@H]1O)NCC1CCCO1 (stereo partly specified),.,.,.,6,.,-2,4,.,0.4
Cn1cc([N+](=O)[O-])c(C(=O)N/N=C/c2ccc3c(c2)OCO3)n1,3,-3,-0.7,-3,-9,-1,16,0.2,0.1
CN(C)S(=O)(=O)c1ccc(N2CCOCC2)nc1,-15,-6,2.0,8,-7,-1,-6,1.4,0.2
C=CCn1c(SCC(=O)Nc2sccc2C#N)nc2sc(C)c(C)c2c1=O,-9,-16,-0.3,12,-9,3,2,-0.2,-0.3
CCCC(=O)Nc1ccccc1-c1nnn(CC(=O)Nc2ccc(OCC)cc2)n1,-13,-3,-0.1,-15,-9,-1,9,0.0,0.3
Cc1c(C(=O)NNC(=O)c2ccncc2)oc2ccc(Br)cc12,-13,6,1.7,-1,.,1,2,-0.2,0.1
Cn1cnc(S(=O)(=O)N2CCCCC2c2cc(C(=O)Nc3cccc4c3CCCC4)no2)c1 (stereo unspecified),.,.,.,-10,.,-4,12,.,0.4
COc1cnc(SCCC(F)=C(F)F)[nH]c1=O,-11,-3,0.0,3,-11,-1,-6,-0.4,2.7
COc1ccc(NS(=O)(=O)c2ccc(C)c(C(=O)N(C)Cc3ccc(C)cc3)c2)cc1,-4,-12,2.3,-5,.,-1,5,0.9,3.7
COc1cccc(C(=O)Nc2sc(C(C)C)cc2C(N)=O)c1OC,-18,-5,0.7,-4,-13,45,4,0.8,4.4
Cc1cccc(C)c1NC(=O)CSc1nnc(C)n1CC1CCCO1 (stereo unspecified),8,-4,0.1,3,-3,0,-10,-0.2,-0.4
COc1ccccc1C(=O)Nc1ccc(OCc2nnc3c4ccccc4c(C)nn23)cc1,-30,-11,-1.2,2,-3,27,7,-0.5,3.7
COC(=O)CN1C(=O)S/C(=C/c2ccc(N3CCCCC3)o2)C1=O,-2,-5,8.1,14,8,60*,2,3.3,6.4
COC(=O)[C@@]1(Cc2ccc(OC)cc2)[C@H]2c3cc(C(=O)N4CCCC4)n(CCSCCO)c3C[C@H]2CN1C(=O)c1ccccc1,-8,-9,2.2,.,2,.,.,2.2,.
O=C(NS(=O)(=O)c1ccc(Cl)cc1)c1ccccc1,2,1,-0.1,-13,-2,11,10,0.8,0.6
CC1(C)CC(=O)C(C=NCCN2CCOCC2)=C(O)C1,-10,-8,-0.1,-15,-15,-27,19,0.6,0.1
COc1ccccc1/C=N/NC(=O)c1ccccc1NS(=O)(=O)c1ccc(C)cc1,-21,-11,3.5,1,-5,8,8,4.2,4.3
O=C(Cc1ccc(N2CCNC2=O)cc1)N1CCCC(Nc2cccc(F)c2)C1 (stereo unspecified),-13,-4,3.5,-1,7,-14,16,5.3,1.0
COc1cccc(/C=C/C(=O)c2cccc([N+](=O)[O-])c2)c1OC,-23,-17,-1.9,3,-4,11,15,-0.7,0.8
O=C(CSc1ccc2c(c1)OCCO2)Nc1cccnc1,13,-6,4.8,18,9,9,-11,6.0,2.1
O=C(CN1CCN(S(=O)(=O)c2ccc(F)cc2)CC1)Nc1ccc2c(c1)OCCO2,-8,-9,-0.3,-9,-12,-12,14,0.5,0.5
O=C(NCCNc1ccc([N+](=O)[O-])cc1)c1cccc2c(Br)cccc12,-16,-11,-0.1,-2,1,16,22,-0.3,1.0
CCOc1cc(C(=O)Nc2cccnc2)cc(OCC)c1OCC,-11,1,-0.8,-12,-9,9,5,0.4,1.4
CC(=O)C1C(=O)CC(c2ccc(Cl)cc2)CC1=O (stereo unspecified),-5,-2,-0.5,-11,-5,-2,20,0.2,1.9
O=C(NCC1CCCCC1)c1ccc(=O)[nH]c1,19,3,1.1,-5,-22,-10,10,0.8,0.7
Cc1ccc(C)c(NC(=O)c2cnccn2)c1,3,-10,2.1,11,4,-4,-15,-0.4,0.4
C=C(C)Cn1c(C)cc(C)c(S(=O)(=O)c2ccccc2C)c1=O,-30,-8,-1.7,-12,-6,1,0,-1.2,-0.6
CS(=O)(=O)c1ccc(C(=O)OCC(=O)N2CCN(CCC3CCCCC3)CC2)cc1[N+](=O)[O-],.,.,.,11,.,-4,9,.,1.6
CCCCn1nnnc1C(c1ccccc1)N1CCN(C)CC1 (stereo unspecified),.,.,.,-15,.,-6,5,.,0.5
CCCCCCN1C=CC(=C2C(=O)c3ccccc3C2=O)C=C1,-17,3,1.9,-21,-5,-3,32,1.3,2.8
CC/C(=N\NC(=O)c1nnn(-c2nonc2N)c1CN(C)c1ccccc1)c1ccccc1,-19,-9,0.6,-21,-8,3,8,1.8,0.6
CCC1=Nc2ccccc2NC2=C1C(=O)CCC2,-19,0,-0.6,4,2,-3,3,0.2,0.2
O=C(NCc1cccnc1)c1ccc(Cn2cc(C(F)(F)F)ccc2=O)cc1,1,-7,0.3,-7,-1,13,26,0.8,0.6
CCN1CCCC1CNc1ncnc2c1[nH]c1ccc(Cl)cc12 (stereo unspecified),-8,-1,-0.5,-5,-1,13,4,-0.4,0.0
Cc1onc(-c2c(Cl)cccc2Cl)c1C(=O)N1CCN(c2ccccc2F)CC1,-24,-7,-2.1,-7,-3,-1,-1,1.5,1.8
Cc1ccc(Cn2nnc3c(=O)n(CC(=O)NCc4ccccc4)cnc32)cc1,-14,-5,-0.6,8,5,-6,6,0.2,0.1
COCCCNC(=O)C[C@@H]1C[C@@]2(C(=O)OC)CCCCC=C2N(Cc2ccc(Cl)cc2Cl)C1=O,.,.,.,-8,.,18,0,.,4.3
Nc1cc(=O)[nH]c(SCC(=O)Nc2cccc(S(=O)(=O)N3CCCCCC3)c2)n1,-5,1,-0.4,-20,.,-7,23,0.6,1.1
COc1cc(NC(=O)c2ccc(Br)cc2)c(OC)cc1NC(=O)c1ccccc1,-20,-7,-1.4,-5,-22,-24,10,0.8,0.4
Cc1cccc(N2CC(C(=O)Nc3ccc(S(=O)(=O)Nc4nccs4)cc3)CC2=O)c1C (stereo unspecified),11,-4,0.7,3,-5,-4,-14,-0.2,1.3
COC(=O)/C(=C/c1ccco1)NC(=O)c1ccc(Br)o1,-2,-2,0.0,-8,-8,11,27,-0.3,0.2
COc1ccc(CC(=O)NCc2ccc(-n3cccc3)cc2)cc1OC,-3,-7,1.7,-13,5,-2,12,6.9,9.1
O=C(NC12CC3CC(CC(C3)C1)C2)N1CCC(O)(c2ccc3c(c2)OCO3)CC1,7,-9,1.1,-7,-6,-4,12,0.3,0.5
Cc1csc(=O)n1CCC(=O)OCC(=O)Nc1ccc(C(N)=O)cc1,2,-3,0.7,7,.,-18,-23,0.0,-0.5
CCOCC(=O)Nc1ccc([N+](=O)[O-])cc1OC,6,-3,-0.5,-2,7,0,12,0.6,-0.3
CCn1c(/N=C/c2c[nH]c3ccccc23)nc2ccccc21,0,-1,1.1,-6,-6,7,18,0.8,0.9
CC(NC(=O)COC(=O)CN1C(=O)NC2(CCCC2)C1=O)c1ccc(F)cc1 (stereo unspecified),.,.,.,6,.,-3,21,.,0.4
Cc1cc(/C=N/Nc2nc(N)ncc2[N+](=O)[O-])c(C)n1-c1cccc(C(F)(F)F)c1,-18,-4,-1.7,.,-4,.,.,-0.7,.
Cc1ccc(NS(=O)(=O)c2ccccc2F)cc1S(=O)(=O)N1CCCCCC1,.,.,.,-5,.,-5,10,.,1.7
CCOC(=O)C1(C)CCN1C(=O)c1cncc(Br)c1 (stereo unspecified),.,.,.,1,.,-21,10,.,0.5
CN(C)c1ccc(Nc2ccc([N+](=O)[O-])cn2)cc1,4,2,-2.5,7,24*,-13,-9,-1.8,-0.5
Cn1cccc1C(=O)NC(=O)COC(=O)CC12CC3CC(CC(C3)C1)C2,-26,-12,1.2,-3,-2,29,7,1.8,3.3
CC(C)(C)NS(=O)(=O)c1ccc(OCC(=O)NCC2CCCO2)cc1 (stereo unspecified),1,-3,0.1,-4,.,-32,0,1.0,1.6
O=C(Nc1ccc(Cl)cc1)c1cccc(S(=O)(=O)Nc2ccccn2)c1,-12,-9,2.1,-5,-10,3,9,3.6,3.7
Cn1c(Cc2ccccc2)nnc1SCC(=O)NC1CCCCC1,-24,-22,0.0,7,-14,3,4,-0.5,-0.3
COC(=O)C1=C(Nc2cc(Cl)cc(Cl)c2)CSC1,-10,-4,0.3,6,-5,-7,-11,1.1,0.2
CCOc1ccc2oc(-c3ccccc3)c(C(=O)N3CCN(C)CC3)c2c1,-20,-6,-0.7,8,-6,33,8,0.9,3.9
O=C(O)C1CC=CCC1C(=O)NNc1ccccc1 (stereo unspecified),6,-14,-1.0,-3,3,14,5,0.5,-0.2
CCC(C(=O)N1CCN(S(=O)(=O)c2ccc(F)cc2)CC1)c1ccccc1 (stereo unspecified),-15,-5,0.6,-9,.,-4,-16,2.8,1.6
O=C(Oc1ccc(Cl)c2cccnc12)N1CCCCCC1,-9,-3,-2.6,-17,-14,1,5,-1.6,-0.4

# Pulled one by one from the list above, two records:
SMILES,CHO parental Ca,OXTR potentiator,OXTR agonist,CHO-K1 Ca antag,GPR7 antag,TAAR1 antagonist,CHO-K1 Ca PAM,V1aR counter,M1 ag parental
Cn1c(Cc2ccccc2)nnc1SCC(=O)NC1CCCCC1,-24,-22,0.0,7,-14,3,4,-0.5,-0.3
Cc1ccc(NS(=O)(=O)c2ccccc2F)cc1S(=O)(=O)N1CCCCCC1,.,.,.,-5,.,-5,10,.,1.7

# The listing continues:
SMILES,CHO parental Ca,OXTR potentiator,OXTR agonist,CHO-K1 Ca antag,GPR7 antag,TAAR1 antagonist,CHO-K1 Ca PAM,V1aR counter,M1 ag parental
CC(=NCCc1c(C)[nH]c2ccc(OC(F)(F)F)cc12)C1=C(O)CC(c2ccccc2)CC1=O (stereo unspecified),-21,-4,1.6,-4,-9,-9,20,0.5,0.3
O=C(CC1SC(N2CCOCC2)=NC1=O)Nc1ccccc1Cl (stereo unspecified),-10,-4,2.4,2,.,-20,-2,0.6,-0.2
COc1ccc(-c2c(C#Cc3ccsc3)c3cc(-c4ccc5cc[nH]c5c4)ccc3n2C)cc1,8,-6,-0.1,-11,.,-9,11,0.1,0.7
O=C(NC1CCCC1)C(c1ccncc1)N(C(=O)c1csnn1)c1ccc(F)cc1 (stereo unspecified),-15,5,0.5,11,-23,3,2,-0.2,0.0
